UBC13 inh: UBC13 polyubiquitin chain formation inhibitors, primary screen, biochemical, TR-FRET, uHTS; Ubiquitin-conjugating enzyme E2 N (Homo sapiens), P61088; 330,000 compounds, 0.47% hits; inhibition, % at 20 µM; AID 485273, 2010; in the data active means inhibition above about 45%, passing the limit was not always enough
CCR6 antag: CCR6 receptor antagonists, primary screen, cell-based, CHO-K1, luminescence, beta-arrestin, uHTS; C-C chemokine receptor type 6 (Homo sapiens), P51684; CHO-K1 CCR6 PathHunter beta-arrestin, CCL20-stimulated; inhibition, % at 20 µM; 340,000 compounds, 0.49% hits;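 active means compounds whose inhibition of the agonist-driven luminescence signal at 20 µM reaches about 50%, limit read from the data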;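 further: cells stimulated with CCL20 at 14 nM final; plate controls were DMSO with CCL20 for no effect and DMSO without agonist for full effect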
Target sequence (P51684 whole entry, looked up): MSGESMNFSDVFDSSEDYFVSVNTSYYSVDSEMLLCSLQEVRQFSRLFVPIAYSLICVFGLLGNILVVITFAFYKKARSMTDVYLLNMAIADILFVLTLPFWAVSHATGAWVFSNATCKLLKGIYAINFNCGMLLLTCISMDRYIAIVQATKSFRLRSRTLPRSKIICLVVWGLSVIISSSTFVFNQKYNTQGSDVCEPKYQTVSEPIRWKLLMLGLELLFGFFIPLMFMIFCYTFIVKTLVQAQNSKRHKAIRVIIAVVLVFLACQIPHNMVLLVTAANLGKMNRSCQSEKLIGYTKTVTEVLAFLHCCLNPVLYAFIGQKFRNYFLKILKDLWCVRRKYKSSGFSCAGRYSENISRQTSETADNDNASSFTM
APJ antag: antagonists of human apelin receptor APJ, primary screen, CHO-K1 cells, beta-arrestin complementation, luminescence | 330,000 compounds, 0.32% hits | AID 2521, 2010 | inhibition, % at 20 µM;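 active means inhibition above about 40% at 20 µM, limit read from the data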;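 further: cells challenged with 10 nM apelin-13 agonist together with compound; plate controls were apelin-13 plus DMSO wells for no effect and DMSO wells lacking apelin-13 for full effect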
EBI2 block: EBI2 receptor antagonists, beta-arrestin recruitment, primary screen, cell-based, luminescence, 7a,25-OHC stimulation, uHTS | 7a,25-OHC stimulated | 360,000 compounds, 0.81% hits | G-protein coupled receptor 183 (Homo sapiens), P32249 | AID 651636, 2012 | inhibition, % at 5 µM; in the data active means inhibition above about 38%;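 further: enzyme fragment complementation signal reports receptor beta-arrestin coupling in cells; 0% = agonist plus DMSO wells and 100% = wells without agonist; some results beyond the cut were filed as inactive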
Target sequence (P32249 whole entry, looked up, the tested form may be a part): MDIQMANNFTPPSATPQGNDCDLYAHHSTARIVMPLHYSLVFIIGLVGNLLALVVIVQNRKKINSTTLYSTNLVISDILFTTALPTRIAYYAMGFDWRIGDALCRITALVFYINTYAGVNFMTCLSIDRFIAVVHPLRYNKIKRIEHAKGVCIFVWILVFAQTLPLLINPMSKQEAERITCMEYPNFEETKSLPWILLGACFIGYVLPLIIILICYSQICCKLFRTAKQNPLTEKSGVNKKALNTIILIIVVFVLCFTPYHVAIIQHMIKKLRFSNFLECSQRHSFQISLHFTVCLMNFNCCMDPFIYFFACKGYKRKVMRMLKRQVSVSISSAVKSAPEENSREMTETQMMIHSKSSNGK
CXCR6 inh: CXCR6 receptor inhibitors, primary screen, cell-based, beta-arrestin, luminescence, CHO-K1 PathHunter, 1536-well; AID 602244, 2012; 360,000 compounds, 0.36% hits; inhibition, % at 20 µM; C-X-C chemokine receptor type 6 (Homo sapiens), O00574; in the data active means inhibition above about 34%, passing the limit was not always enough;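 further: antagonist mode with CXCL16 agonist at 10 nM final; 0% = 10 nM CXCL16 with DMSO and 100% = unstimulated wells without agonist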
Target sequence (O00574 whole entry, looked up): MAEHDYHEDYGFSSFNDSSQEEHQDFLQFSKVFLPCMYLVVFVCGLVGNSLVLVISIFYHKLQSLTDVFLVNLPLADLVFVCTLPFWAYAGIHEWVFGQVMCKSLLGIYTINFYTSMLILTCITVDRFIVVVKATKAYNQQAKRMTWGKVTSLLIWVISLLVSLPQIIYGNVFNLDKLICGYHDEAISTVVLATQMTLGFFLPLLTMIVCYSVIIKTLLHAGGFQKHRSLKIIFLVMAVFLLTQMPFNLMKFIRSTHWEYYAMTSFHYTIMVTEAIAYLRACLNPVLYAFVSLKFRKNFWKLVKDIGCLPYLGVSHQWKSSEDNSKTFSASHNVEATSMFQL
Gli-Sufu block: Gli-Sufu pathway antagonists, primary screen, luciferase luminescence, Sufu-KO-LIGHT cells, uHTS. Sufu-KO-LIGHT fibroblasts, Gli luciferase reporter luminescence. inhibition, % at 5 µM. 340,000 compounds, 0.74% hits. AID 588413, 2011;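 active means inhibition above about 55%, limit read from the data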;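 further: 0% = DMSO-treated cells and 100% = wells with medium but no cells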
Jurkat NFkB inh: inhibitors of induced NF-kB luciferase reporter, primary screen, TCR NF-kB activation inhibitor project, cell-based, luminescence, uHTS. Jurkat, PMA/ionomycin-induced NF-kB luciferase reporter. inhibition, % at 4 µM. 330,000 compounds, 0.53% hits. AID 435003, 2010; in the data active means inhibition above about 50%
697 NFkB inh: inhibitors of PMA/ionomycin-induced NF-kB reporter, 697 cells, primary screen, B-cell NF-kB inhibitor project, cell-based, luminescence, uHTS. 697 B-cell NF-kB luciferase reporter, 16 h. inhibition, % at 4 µM. 330,000 compounds, 0.33% hits; in the data active means inhibition above about 35%
Starred values were filed as active, the others as inactive; · = no result given.

SMILES	UBC13 inh	CCR6 antag	APJ antag	EBI2 block	CXCR6 inh	Gli-Sufu block	Jurkat NFkB inh	697 NFkB inh
CCOC(=O)CCNC(=O)N1CCC(CCOc2ccccc2)(C(=O)OCC)CC1	·	12	·	-3	3	-12	·	·
CCOC(=O)[C@@H]1[C@H]2COc3cc(OC)ccc3[C@@H]2N2C(=O)N(c3ccc(C(F)(F)F)cc3)C(=O)[C@@]12C	-1	0	8	13	2	9	22	2
CCN(CC)c1ccc(/C=c2/sc3nnc(-c4ccccc4C)n3c2=O)cc1	-20	29	13	38	23	-5	6	-5
Cc1ccc(S(=O)(=O)N2CCCCC2CCNC(=O)C(=O)Nc2ccccc2F)cc1 (stereo unspecified)	-8	16	-2	-4	0	10	47	-32
CCOc1ccc(NC(=O)CN(C)C(=O)Cn2cnc3c2c(=O)n(C)c(=O)n3C)cc1OCC	4	-8	22	6	1	-10	-4	10
O=C(Nc1ccccc1F)NC1CC1	2	6	-2	-3	-7	15	4	1
COc1ccc(C(=O)N/C(=C\c2ccco2)C(=O)NC2CCS(=O)(=O)C2)cc1 (stereo unspecified)	-9	-4	12	-2	5	0	5	9
O=C1c2oc3ccccc3c(=O)c2C(c2ccc(O)cc2)N1c1nccs1 (stereo unspecified)	0	21	19	11	12	-26	12	13
COc1cc(/C=C/C(=O)Nc2ccc(OC)c(S(=O)(=O)N3CCOCC3)c2)ccc1OC(F)F	10	4	-6	5	-3	21	20	-19
NC(=O)c1ccccc1NC(=O)CCCc1ccccc1	-2	-7	23	1	-2	-11	-12	-8
CN(C)Cc1nc2c(c(=O)[nH]1)C(C)(C)Cc1ccccc1-2	-2	-12	-20	7	-3	2	-2	14
Cc1ccc(N=CC2=C(O)CC(c3ccc(Cl)cc3)CC2=O)cc1 (stereo unspecified)	4	7	-8	9	2	53	13	-2
O=C(Nc1cnn(Cc2ccc(Cl)c(Cl)c2)c1)C12CC3CC(CC(C3)C1)C2	-2	7	-3	42*	-12	5	0	12
CCN(CC)S(=O)(=O)c1cccc(C(=O)NC2CCCCC2)c1	9	15	17	2	4	-6	-17	-7
CC1CCN(c2ccc(C=O)o2)CC1	-8	-18	-6	0	-10	3	2	12
CN(C)c1cccc(C(=O)NCCCn2ccc3ccccc32)c1	5	17	-2	8	0	0	-10	-9
COC(=O)c1c(NC(=O)CN2CCCC(C)C2)c2c(C)cccc2n1C (stereo unspecified)	2	-8	10	-18	2	5	4	-2
C[C@@H]1C=C[C@](Cc2ccccc2)(C(=O)NCCc2c[nH]c3ccccc23)N1C(=O)c1ccccc1	6	14	-7	23	7	3	-5	-4
c1ccc(-c2ccccc2-n2cnnn2)cc1	3	1	-4	-15	1	2	0	1
CC(C)N1C(=O)S/C(=C/c2ccc(Sc3nc4ccccc4[nH]3)o2)C1=O	-15	-5	24	22	6	38	34	-19
CCOc1ccc(CCNC(=O)C2=C(C)C(=O)OC23CCCCC3)cc1OCC	-1	14	2	8	6	-1	-3	0
CC(C)CSc1nc2c(c(=O)[nH]c(=O)n2C)n1CCc1ccccc1	3	-7	11	15	2	11	6	-6
CCC(C)[C@H](NC(=O)C1CC(=O)N(c2ccc(OC)cc2)C1)C(=O)NC1CCCC1 (stereo partly specified)	-1	0	-41	9	-4	-13	11	-1
CC(C)(C)C1CCC(=NNc2nc3ccccc3[nH]2)CC1 (stereo unspecified)	-17	4	4	3	2	3	0	-6
Cc1ccc(NC(=O)[C@H](NC(=O)[C@@H]2Cc3ccccc3CN2)c2ccccc2)cc1C	7	9	1	3	10	2	-4	1

Of the compounds above, these contain a Cl atom.
SMILES	UBC13 inh	CCR6 antag	APJ antag	EBI2 block	CXCR6 inh	Gli-Sufu block	Jurkat NFkB inh	697 NFkB inh
Cc1ccc(N=CC2=C(O)CC(c3ccc(Cl)cc3)CC2=O)cc1 (stereo unspecified)	4	7	-8	9	2	53	13	-2
O=C(Nc1cnn(Cc2ccc(Cl)c(Cl)c2)c1)C12CC3CC(CC(C3)C1)C2	-2	7	-3	42*	-12	5	0	12

More entries follow.
SMILES	UBC13 inh	CCR6 antag	APJ antag	EBI2 block	CXCR6 inh	Gli-Sufu block	Jurkat NFkB inh	697 NFkB inh
COc1ccc(-c2cc(=O)c3cc(F)ccc3[nH]2)cc1	-2	-3	-2	-3	-6	-2	-31	-33
CC1(C)CC(=O)C=C(C(=O)N2CCCC(C(=O)c3cccc(Cl)c3)C2)O1 (stereo unspecified)	-3	5	2	-11	-1	2	-1	-15
S=C1NC2CCCCC2N1 (stereo unspecified)	2	-31	-1	-2	0	5	1	20
Cc1ccc(NC(=S)N2CCN(S(=O)(=O)c3ccccc3)CC2)cc1C	11	4	0	-4	-2	-3	15	7
Cc1cccc(Sc2nc(-c3ccccc3)ccc2C#N)c1	25	7	1	-8	-1	12	0	0
O=C(Cc1cccs1)Nc1nnc(SCc2cccc3ccccc23)s1	-11	1	5	6	-4	6	-7	-5
O=C(CN1CCN(Cc2ccccc2)CC1)N/N=C/c1ccc(Br)s1	1	1	-7	44*	-4	-1	-9	-13
CCC(C(=O)NC1CCCC1)N(C(=O)Cn1nnc(-c2ccc(C)o2)n1)c1cccc(O)c1 (stereo unspecified)	-3	9	1	3	-14	·	3	1
CCOc1ccc(S(=O)(=O)N2CCN(C(=S)NCc3ccccc3)CC2)cc1	24	29	-21	4	-5	3	24	2
CCOCCn1c(=NC(=O)c2ccc(S(=O)(=O)N3CCOCC3)cc2)sc2cc(S(N)(=O)=O)ccc21	28	0	3	-2	1	24	16	-26
O=C1COc2ccc(N3C(=O)c4ccccc4C3=O)cc2N1	13	·	-12	·	·	·	-9	4
COC(=O)c1c(NC(=O)c2ccco2)sc2c1C(C(=O)OC)CC2 (stereo unspecified)	6	0	8	9	-3	3	-13	8
C=CCOCCN(CC)CC	·	1	·	-7	4	4	·	·
COc1cccc(NC(=O)n2ncc3c(C)cccc32)c1	8	15	13	7	-4	-87	-86	-227
C=CCSc1nc(NC)c2sccc2n1	-2	5	17	-12	-20	3	11	2
O=C(CC1CCCC1)N1CCN(S(=O)(=O)c2ccccc2)CC1	8	10	14	-6	3	-14	14	19
CCC(CC)C(=O)Nc1cc(C)c2c(=O)oc3ccccc3c2n1	12	0	-13	-9	-1	13	-3	4
Cc1ccnc(NC(=O)C2COc3ccccc3O2)c1 (stereo unspecified)	0	16	2	-4	10	2	-70	19
COc1cccc(OC)c1C(=O)Nc1nnc(C(C)C)s1	1	-11	9	-8	3	-3	-9	12
CCOc1cc(/C=C2/NC(=O)N(CC(=O)Nc3cccc(C)c3)C2=O)ccc1O	-18	-1	13	5	4	27	-11	-38
C=CCSc1n[nH]c(-c2ccc(OCCC)cc2)n1	14	15	-5	2	-3	-62	-94	-102
COc1cc(C(=O)NNC(=O)COc2cccc(F)c2)ccc1OCC(=O)N1CCOCC1	-7	-4	-2	-18	2	-2	9	5
COc1ccc(OC)c(NC(=S)NCC(c2cccnc2)N2CCOCC2)c1 (stereo unspecified)	-4	4	14	-13	11	-10	0	-3
COc1ccc(Nc2ncccc2C(=O)O)cc1	-1	-35	-1	-3	70*	-15	-29	-39
COC(=O)Cc1c(C)c2ccc(OC3CCCCC3=O)cc2oc1=O (stereo unspecified)	10	3	10	-3	3	-18	-11	-13

The list goes on, overlapping the part above by 6 compounds.
SMILES	UBC13 inh	CCR6 antag	APJ antag	EBI2 block	CXCR6 inh	Gli-Sufu block	Jurkat NFkB inh	697 NFkB inh
CCOc1cc(/C=C2/NC(=O)N(CC(=O)Nc3cccc(C)c3)C2=O)ccc1O	-18	-1	13	5	4	27	-11	-38
C=CCSc1n[nH]c(-c2ccc(OCCC)cc2)n1	14	15	-5	2	-3	-62	-94	-102
COc1cc(C(=O)NNC(=O)COc2cccc(F)c2)ccc1OCC(=O)N1CCOCC1	-7	-4	-2	-18	2	-2	9	5
COc1ccc(OC)c(NC(=S)NCC(c2cccnc2)N2CCOCC2)c1 (stereo unspecified)	-4	4	14	-13	11	-10	0	-3
COc1ccc(Nc2ncccc2C(=O)O)cc1	-1	-35	-1	-3	70*	-15	-29	-39
COC(=O)Cc1c(C)c2ccc(OC3CCCCC3=O)cc2oc1=O (stereo unspecified)	10	3	10	-3	3	-18	-11	-13
CCCN1Cc2cccc(C(=O)Nc3ccc(S(=O)(=O)N4CCCCCC4)cc3)c2C1=O	·	15	·	17	10	11	·	·
Cc1ccc(-n2cc3c(-c4cccc(Br)c4)nnc(C)c3n2)cc1	-6	19	2	17	8	8	-6	7
COCCN(C(=O)CSc1nnc(-c2ccncc2)n1C)c1c(N)n(CC(C)C)c(=O)[nH]c1=O	·	-6	·	-9	-8	-3	·	·
Cc1cccc(OCC(=O)NC(Cc2c[nH]c3ccccc23)C(=O)O)c1C (stereo unspecified)	-11	4	0	-9	-4	-1	-11	20
Cc1ccc(C(=O)C(OC(=O)CCC(=O)Nc2cccc(C)c2)c2ccccc2)cc1 (stereo unspecified)	2	-5	3	-4	7	2	10	7
OCCn1c(SC2CCCCC2)nc2ccccc21	6	4	-1	-11	-3	1	-16	-7
CC(NCCCOc1cccc2ccccc12)c1ccccc1 (stereo unspecified)	18	6	17	-10	0	18	-3	15
COc1cccc(-n2c(=O)c3c(C)c(C(=O)N(C)C)sc3n(CC(=O)NCC3CCCO3)c2=O)c1 (stereo unspecified)	-10	5	-23	-5	0	2	-4	11
COc1ccc(-c2nnn(CCc3nn[nH]n3)n2)cc1	-1	8	-14	-6	5	-1	1	-6
COC(=O)[C@]1(Cc2ccccc2)N[C@H](CN(C)C(=O)c2ccccc2)[C@@H]2C(=O)N(C)C(=O)[C@@H]21	-16	13	-10	-9	3	3	3	9
COc1cccc(NC(=O)CN(C)CC(=O)Nc2cccc(C(F)(F)F)c2)c1	5	13	-4	-5	-4	6	5	6
COc1ccc(S(=O)(=O)Nc2ccc3c(c2)C(=O)N([C@H](C)CO)C[C@H](C)[C@@H](CN(C)C(=O)Nc2c(C)noc2C)O3)cc1	8	0	7	3	-6	-3	13	11
O=C(CCNc1cccc(F)c1)c1cccc([N+](=O)[O-])c1	-6	7	6	10	-10	·	-1	5
CCOc1ccc(Nc2cc(=O)[nH]c(=O)[nH]2)cc1	3	-6	7	-5	10	1	-5	2
COc1ccccc1N1CCN(CCCn2c(=S)[nH]c3ccccc3c2=O)CC1	6	5	26	5	7	14	7	-8
Cc1ccc(NC(=O)c2c(Cl)n(C)c3ccccc23)cc1	2	13	4	3	3	-34	-23	-59
Cn1c2c(c(=O)n(C)c1=O)C(NC(=O)c1ccco1)(C(F)(F)F)C(=O)N2 (stereo unspecified)	-4	-13	-8	0	3	-3	-10	-4
Cc1cc(NC(=O)c2sccc2C)n(-c2cccc(Cl)c2)n1	3	14	-2	-8	0	41	6	-2
Cc1cccc(C)c1NC(=S)Nc1ccc(F)cc1	5	9	14	3	1	1	0	-10
CC1(CCc2ccccc2)NC(=O)N(CC(=O)N2CCCCCC2)C1=O (stereo unspecified)	-1	12	11	-1	9	6	5	15
CNC(=O)/C(=N\O)c1ccccc1	1	·	2	·	·	·	-5	13
CSCCC(NC(=O)c1ccc(Cl)cc1Cl)C(=O)N(C)Cc1nc2ccccc2c(=O)[nH]1 (stereo unspecified)	4	0	-35	3	0	32	5	19
O=C(Nc1ccccc1C(=O)Nc1ccncc1)c1ccccc1	-2	5	6	-6	6	-15	8	-4
O=C(CSc1n[nH]c(=O)[nH]c1=O)c1ccccc1[N+](=O)[O-]	7	-9	-41	-1	3	2	-11	6
O=C(NCc1ccc(F)cc1Cl)C1CCN(S(=O)(=O)N2CCC3(CC2)OCCO3)CC1	0	10	-12	-9	-6	-2	-21	-5
O=C(c1ccco1)N1CCN(C(c2ccccc2)c2nnnn2Cc2cccs2)CC1 (stereo unspecified)	0	-6	6	12	3	6	-6	13
O=C(C1CC(=O)N(c2ccc(F)cc2)C1)N1CCN(c2ccccc2)CC1 (stereo unspecified)	-3	12	20	-5	7	-1	-2	-4

From PubChem BioAssay
